# Compound activity: PubChem BioAssay, several laboratories
# STK33 inh = blocks human STK33 kinase activity | Q9BYT3 | purified STK33, MBP phosphorylation, ADP-Glo luminescence | inhibition, % at 10 µM | AID 2661 | 320,000 compounds, 0.073% hits;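 active = inhibition at or above 25%, using the most active replicate where run in duplicate; inactive = inhibition below 25%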
# Target sequence (Q9BYT3 whole entry, looked up): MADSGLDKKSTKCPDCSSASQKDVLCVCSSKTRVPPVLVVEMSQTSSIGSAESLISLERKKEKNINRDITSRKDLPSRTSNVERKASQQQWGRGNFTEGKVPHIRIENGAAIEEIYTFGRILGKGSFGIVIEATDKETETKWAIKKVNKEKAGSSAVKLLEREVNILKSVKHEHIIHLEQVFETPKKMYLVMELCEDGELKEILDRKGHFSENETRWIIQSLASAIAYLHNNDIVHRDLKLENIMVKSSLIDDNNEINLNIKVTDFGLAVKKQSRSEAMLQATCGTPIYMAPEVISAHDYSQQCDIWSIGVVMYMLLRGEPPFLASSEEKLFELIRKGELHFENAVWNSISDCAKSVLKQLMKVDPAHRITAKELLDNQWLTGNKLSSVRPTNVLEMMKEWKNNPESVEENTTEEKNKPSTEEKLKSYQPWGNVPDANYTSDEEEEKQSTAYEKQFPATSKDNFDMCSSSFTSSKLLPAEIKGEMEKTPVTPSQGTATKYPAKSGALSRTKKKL
# Kir21 block = inhibitors of mouse Kir2.1 inward-rectifier potassium channel. P35561. HEK293-Kir2.1, FluxOR thallium flux fluorescence; active compounds read low. B-score at 10 µM. 310,000 compounds, 0.85% hits;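 active = fluorescence ratio B-score at or below minus 3 SD of library scores, with starting-brightness B-score within 2 SD, cut at about -4.2 in these data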;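 also: channel flux triggered by added potassium and thallium sulfate stimulus; B-score of peak minus minimum fluorescence over baseline after thallium stimulus; more negative B-score means stronger Kir2.1 block with less thallium influx; some compounds called inactive have numbers as strong as hits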
# Target sequence (P35561 whole entry, looked up): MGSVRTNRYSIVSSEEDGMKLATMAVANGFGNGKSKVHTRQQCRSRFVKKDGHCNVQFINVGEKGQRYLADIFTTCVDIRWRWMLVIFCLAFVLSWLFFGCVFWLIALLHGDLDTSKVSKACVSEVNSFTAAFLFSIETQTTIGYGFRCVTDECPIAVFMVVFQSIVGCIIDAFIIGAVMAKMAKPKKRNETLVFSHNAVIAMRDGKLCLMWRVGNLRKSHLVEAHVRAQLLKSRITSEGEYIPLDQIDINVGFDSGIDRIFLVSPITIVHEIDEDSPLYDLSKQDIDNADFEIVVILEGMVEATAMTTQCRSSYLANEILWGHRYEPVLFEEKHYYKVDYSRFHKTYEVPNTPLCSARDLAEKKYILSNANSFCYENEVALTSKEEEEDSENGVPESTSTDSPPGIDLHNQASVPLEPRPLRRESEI
# * = called active by the depositor; x = no result given.
SMILES,STK33 inh,Kir21 block
COC(=O)c1ccc2c(=O)n(CCCCCC(=O)NCc3ccccn3)c(=O)[nH]c2c1,-0.7,0.82
O=C(NCCCn1ccnc1)C1CCCN(S(=O)(=O)c2cc(Cl)ccc2Cl)C1 (stereo not given),2.0,-0.15
CC(=O)c1c(C)nc(-c2ccc(OCC(=O)Nc3cccc(C)c3C)cc2)n1O,-1.0,-1.4
CN(CCCC(=O)NCCc1ccccc1)S(=O)(=O)c1ccc([N+](=O)[O-])cc1,0.2,-0.63
CCC1Sc2ccc(S(=O)(=O)CCC(=O)Nc3ccc(NC(C)=O)cc3)cc2NC1=O (stereo not given),1.0,-0.04
FC(F)(F)c1ccc(CSc2nccn2-c2ccccc2)cc1,-0.5,-4.6*
COc1ccc(C(CC(=O)NCCCN2CCOCC2)NS(=O)(=O)c2ccc(C)cc2)cc1 (stereo not given),-1.3,0.32
O=C(Oc1ccccc1)c1c(Cl)cccc1P(=O)(O)O,-0.2,0.65
CCNC(=O)COc1cccc(C(=O)NCc2ccccc2)c1,-2.9,0.35
COCC1CCCCN1C(=O)c1ccc(OC2CCN(Cc3ccccn3)CC2)cc1 (stereo not given),-1.3,0.25
Cc1ccc(NC(=O)CCNC(=O)Cn2ccc3ccccc3c2=O)cc1F,0.2,-0.85
O=c1[nH]c(SCc2cccc(F)c2)nc2c1CCCC2,x,0.57

# Arranged by SMILES length (ascending): part of the list above
SMILES,STK33 inh,Kir21 block
O=c1[nH]c(SCc2cccc(F)c2)nc2c1CCCC2,x,0.57
CCNC(=O)COc1cccc(C(=O)NCc2ccccc2)c1,-2.9,0.35
FC(F)(F)c1ccc(CSc2nccn2-c2ccccc2)cc1,-0.5,-4.6*
Cc1ccc(NC(=O)CCNC(=O)Cn2ccc3ccccc3c2=O)cc1F,0.2,-0.85
COCC1CCCCN1C(=O)c1ccc(OC2CCN(Cc3ccccn3)CC2)cc1 (stereo not given),-1.3,0.25
CC(=O)c1c(C)nc(-c2ccc(OCC(=O)Nc3cccc(C)c3C)cc2)n1O,-1.0,-1.4
CN(CCCC(=O)NCCc1ccccc1)S(=O)(=O)c1ccc([N+](=O)[O-])cc1,0.2,-0.63

# The results go on:
SMILES,STK33 inh,Kir21 block
Cc1nc2scc(-c3ccccc3)c2c(=O)o1,-7.1,-1.2
Cc1ccc(S(=O)(=O)C(CCC(=O)N2CCOCC2)S(=O)(=O)c2ccc(C)cc2)cc1,-0.3,-0.3
COc1ccccc1OCc1nnc(SCCN2CCOCC2)o1,-1.1,-0.12
COc1ccccc1-c1nc(C#N)c(N2CCc3ccccc3C2)o1,-0.6,-0.41
O=C(COc1ccccc1/C=C\c1[nH]c(=O)[nH]c(=O)c1[N+](=O)[O-])Nc1ccccc1,13,-0.21
COc1cc(NC(=O)c2ccc(-c3ccc(Br)cc3)o2)ccc1NC(=O)C(C)C,-0.1,0.4
C=CC[C@H](CC(=O)N(CCO)Cc1ccccc1)C(=O)N[C@@H](COC(=O)[C@H](CC=C)CC(=O)OC(C)(C)C)Cc1c[nH]c2ccccc12,-2.5,x
COc1ccc(-c2nnc(SCC(=O)NCc3cccs3)n2C(C)C)cc1,-0.6,0.06
CN(Cc1ccccc1)C(=O)COC(=O)c1ccccc1NS(=O)(=O)c1cccc(N)c1,x,-0.96
O=C(CC1=NCCNC(c2ccccc2)C1)c1ccccc1O (stereo not given),2.3,-6*
Cc1ccnc2nc(C(=O)OCC(=O)Nc3ccccc3C(C)(C)C)nn12,-1.0,2.6
Cc1nc2ccccn2c1/C(O)=C1\C(=O)C(=O)N(CCN(C)C)C1c1ccco1 (stereo not given),-1.3,1.7

# Next section; it opens with the three that closed the last part.
SMILES,STK33 inh,Kir21 block
O=C(CC1=NCCNC(c2ccccc2)C1)c1ccccc1O (stereo not given),2.3,-6*
Cc1ccnc2nc(C(=O)OCC(=O)Nc3ccccc3C(C)(C)C)nn12,-1.0,2.6
Cc1nc2ccccn2c1/C(O)=C1\C(=O)C(=O)N(CCN(C)C)C1c1ccco1 (stereo not given),-1.3,1.7
Cc1cccc(NS(=O)(=O)c2cccc(C(=O)N3CCN(c4ccccn4)CC3)c2)c1,0.1,1
COc1ccccc1-c1nnc(SCC(=O)Nc2ccc(S(N)(=O)=O)cc2)n1C,0.1,-1.5
CCNc1nc(SCCOc2ccc(C)cc2)nc(N(C)C)n1,-0.3,-0.42
CCc1nnc(NC(=O)[C@@H](NC(=O)c2cccc(C)c2)C(C)C)s1,-0.1,1.5
Nn1c(SCC(=O)Nc2ccc(S(N)(=O)=O)cc2)nnc1C(F)(F)F,-2.0,0.27
Cc1ccc(S(=O)(=O)N2CCN(S(=O)(=O)c3c(C)n[nH]c3C)CC2)cc1C,-1.0,x
CC(C)c1ccc(O)c(NC(=S)NC(=O)c2cccnc2)c1,-1.2,-0.68
Cc1cc(C)n(C(=O)c2cccc([N+](=O)[O-])c2C)n1,-0.9,-0.03
Cc1ccnc(NC(=O)CCC(=O)N(CC(=O)NC2CCCCC2)c2cccc(C)c2C)c1,-0.7,-0.39
Cc1ccc(C(=O)NCCSc2c(C)[nH]c3ccccc23)cc1[N+](=O)[O-],0.5,-1.1
O=C1CCN(Cc2ccccc2)C(=O)N1c1ccccc1,-1.8,-1.1
Cc1cccc(/C=N\N=C\c2cccc(C)c2)c1,0.1,1.8
O=C(N/N=C/c1ccc(Cl)cc1Cl)c1n[nH]c2c1CCCC2,0.5,-1
O=C(O)CNS(=O)(=O)c1cccc2nsnc12,-1.6,0
CCCCCCNC(=O)N[C@H](C(=O)NCCC[C@H]1CN2C(=NC[C@H]2C)N1CCC(c1ccccc1)c1ccccc1)C(C)O (stereo not given in full),0.2,x
CN(C)c1ccc(/C=N/NC(=O)c2ccc(CN3CCOCC3)cc2)cc1Br,-0.7,0.82
Cc1cccc(CC2CC(=O)N(CCc3ccc4c(c3)OCO4)C2=O)c1 (stereo not given),-1.1,-1
COc1ccc(S(=O)(=O)N/N=C(/C)c2ccncc2)cc1OC,-1.8,1
COc1ccc(-c2ccnc3nc(-n4cccc4)nn23)cc1,-2.3,-1.3
CC(=O)Nc1ccc(NC(=O)c2ccccc2S(=O)(=O)c2ccc([N+](=O)[O-])cc2)cc1,-0.5,0.3
CC(C)NC(=O)CC(=O)NN=C1CCCCC1,-0.2,-1
COc1ccc(NC(=O)COc2ccccc2)cc1NC(=O)c1ccco1,-2.8,-0.67
CC1(C)CC2(CC(c3cccs3)c3cc(Cl)c(O)cc3O2)NC(=S)N1 (stereo not given),-0.4,0.01
NC(=O)CC(NC(=O)Cc1ccc(Br)cc1)c1ccc(NC2CCCCCC2)c([N+](=O)[O-])c1 (stereo not given),0.0,-0.03
CCOc1ccc(NC(=O)CCn2c(=S)oc3ccccc32)cc1,-0.3,-1.8
CC1CN/C(=C\C(=O)c2ccccc2)C(=O)N1 (stereo not given),0.2,1
COc1ccc(N(C(=O)c2snc(C(N)=O)c2N)C(C(=O)NC2CCCCC2)c2ccc(C)o2)c(OC)c1 (stereo not given),0.9,0.75
COC(=O)c1ccc(NC(=S)N2CCCC2)cc1,-0.1,-0.05
O=C(NCCCO)c1cc2c(cn1)[nH]c1ccccc12,0.9,-0.38
CCCOc1ccccc1C(=O)NC(CO)C(=O)O (stereo not given),-0.1,-0.02
Cn1cnnc1SCC(=O)Nc1ccccc1C(=O)NC1CC1,0.0,-1.2
CCOc1ccccc1NC(=O)c1c(Br)cnn1C,x,0.67
Cc1cccc(N(C(=O)CCC(=O)Nc2ccccn2)C(C(=O)NC(C)C)c2ccc(F)cc2)c1 (stereo not given),-0.3,0.16
O=C(CCSCc1ccc(Cl)cc1)NC1CCCC1,-1.2,0.24
CC(C)(CN1CCCCC1)NS(=O)(=O)c1ccc(Cl)cc1,-0.8,1.5
CC(=O)C1=C(Nc2ccc(C)cc2)CC(C)(O)C(C(C)=O)C1c1ccco1 (stereo not given),-3.7,1.7
Cc1ccccc1CC(=O)NCCN1CCOCC1,-0.6,2.7
CC1CCCN(C(=O)CSc2nnc3n(C4CCCC4)c(=O)c4ccccc4n23)C1 (stereo not given),-3.0,-0.03
CCOC(=O)c1c(C)nsc1NC(=O)C1CCCCC1,-0.9,-0.01
CCc1cccc(C)c1NC(=S)NCc1ccc2[nH]c(C)cc2c1,-2.8,-0.03
COc1ccc(S(=O)(=O)N2CCC(NC(=O)c3ccccc3)CC2)cc1,-1.1,0.32
CCc1cccc2c(=O)c(C(=O)NCCCOC)c[nH]c12,-0.6,-0.66
COc1ccc(NC(=O)/C=C/c2ccc(Br)o2)cn1,0.6,2.6
O=C(OCc1ccccc1F)c1ccc2c(c1)-c1ccccc1C2=O,-2.1,0.81
COC(=O)Cc1cnc(NC(=O)CSc2nc(C(C)C)cc(=O)[nH]2)s1,-1.3,1.2
O=C(NNc1ccc(Cl)cc1)c1sccc1Cl,-1.6,-0.1
O=C(NC(C(=O)c1ccccc1)n1c(=O)cc[nH]c1=S)c1ccccc1 (stereo not given),16,-0.45
Cc1ccc(-n2nc(C(=O)c3ccccc3)n3c(=O)c(Cc4ccccc4)nnc23)cc1,-0.3,1.3
NC(=O)N=Nc1c(O)[nH]c2ccc([N+](=O)[O-])cc12,0.7,0.6
Cn1ncc2cc(NC(N)=S)ccc21,0.8,-0.03
NS(=O)(=O)c1ccc(CCNC/C=C/c2ccccc2)cc1,-0.5,0.58
COc1ccccc1N1CCN(S(=O)(=O)c2ccc(NC(C)=O)cc2)CC1,-0.7,-0.44
O=C(COc1ccc(Cl)cc1)NC1=NN(c2ccccc2)C(=O)C1,0.2,0.74
Cn1c(SCC(=O)NC2(C#N)CCCCC2)nnc1-c1cccnc1,-0.8,0.77
CCOC(=O)C1C(=O)OC(C)(C)C1C(CC)C(=O)c1ccccc1 (stereo not given),-0.9,1.7
COc1ccc(N2CCN(CCCNC(=S)Nc3c(C)cccc3C)CC2)cc1,1.2,-1.2
CCn1nnc2cc(C(=O)OCC(=O)N(C)Cc3cccc(F)c3)ccc21,-1.2,x
CCOC(=O)C1CCN(C(=O)Nc2ccc3nccnc3c2)CC1,-0.2,0.85
O=C(Nc1ccc(Cl)cc1F)c1ccc2c(c1)C(=O)N(Cc1ccncc1)C2=O,-1.7,x
CCCCCCc1cc2cc(C(=O)Nc3cccc(OC)c3)c(=O)oc2cc1O,-0.5,0.6
# (more compounds)
SMILES,STK33 inh,Kir21 block
CN1C(=O)CC(C(=O)Nc2ccccc2F)SC1=Nc1ccc2c(c1)OCO2 (stereo not given),6.8,-0.67
Cc1snc(S(=O)(=O)/C(C#N)=N/Nc2ccc(C(F)(F)F)cc2)c1C#N,0.5,-1.6
CN(CCOc1ccc(F)cc1)Cc1ccccc1,-17,-0.31
Cn1c(N)c(C(=O)COC(=O)C2=COCCO2)c(=O)n(C)c1=O,-0.3,1
S=C(NCC1CCCO1)NC1CCCC1 (stereo not given),-2.6,-0.77
COC(=O)NCC(c1cccnc1)N1CCOCC1 (stereo not given),-0.7,0.62
Cc1nc2sc3c(c2c2nnc(SCC(=O)NCc4ccco4)n12)CCCC3,-0.1,-1.6
c1nc(N2CCN(Cc3ccc4c(c3)OCO4)CC2)c2[nH]cnc2n1,0.6,1.8
Cc1ccc(C(=O)OCC(=O)Nc2ccccc2C(F)(F)F)cc1S(=O)(=O)N1CCOCC1,0.1,1.3
COc1ccc(C(=O)CSc2nnc3ccc(-c4ccccn4)nn23)cc1,-0.8,-3.2
C=CCOC(=O)C1=C[C@@H](c2coc3ccccc3c2=O)C[C@@H](OCc2ccc(CO)cc2)O1,-3.1,-1.3
Cc1cc(C)n2nc(SCC(=O)N3CCCC3)nc2n1,0.0,x
COCC(=O)Nc1nc2n(n1)C(c1ccccc1)CC(c1ccc(OC)cc1)N2 (stereo not given),0.3,-2.5
O=C(Cn1cnnn1)NCCc1ccc(Cl)cc1Cl,-0.4,-0.73
O=C(CCn1ccc2ccccc21)NC1CCCc2ccccc21 (stereo not given),-0.7,-0.48
c1ccc(-c2ccc3c(c2)NCCN3)cc1,2.6,-0.82
Cc1ccc(N=Nc2[nH]c3ccccc3c2O)cc1,-0.6,0.11
Cc1cc(NC(=O)COC(=O)C2CC(=O)N(c3cccc(C)c3C)C2)no1 (stereo not given),-0.7,0.19
Cc1cc(S(=O)(=O)NCCCN2CCOCC2)ccc1Br,-0.2,x
COc1ccccc1CNC(=O)N1CCN(c2ccccc2)CC1,0.1,2.2
COc1cccc2cc(C(=O)c3ccc([N+](=O)[O-])cc3)oc12,-2.7,0.01
COc1cc2c(-c3ccc4c(c3)OCO4)c(-c3ccsc3)oc(=O)c2cc1OC,-0.1,x
CN(CC(=O)NCC1CCCCC1)CC(=O)Nc1ccccc1Br,7.8,x
COc1ccc(S(=O)(=O)N2CCN(C(=O)c3cnc(C)cn3)CC2)cc1,-2.0,0.95

# Pulled by structure from the list above:
SMILES,STK33 inh,Kir21 block
COc1cc2c(-c3ccc4c(c3)OCO4)c(-c3ccsc3)oc(=O)c2cc1OC,-0.1,x
COCC(=O)Nc1nc2n(n1)C(c1ccccc1)CC(c1ccc(OC)cc1)N2 (stereo not given),0.3,-2.5

# The listing continues:
SMILES,STK33 inh,Kir21 block
S=C(NCc1ccco1)Nc1ccc(N2CCOCC2)cc1,0.0,1.5
Cc1ccc(C(=O)NC2CCC(C)CC2)o1 (stereo not given),0.4,-1.1
O=C(c1ccccc1)C(O)c1ccccc1 (stereo not given),0.8,x
CCN(CC(=O)Nc1ccc(NC(C)=O)cc1)C(=O)COc1ccc(C(=O)c2ccccc2)cc1,0.5,0.1
COc1cc2c(cc1OC)C(c1cccc([N+](=O)[O-])c1)N(C(=O)c1ccccc1C(=O)O)CC2 (stereo not given),-3.4,0.16
CCCC(O)(c1ccc(OC)cc1)C(CN(C)C)c1ccccc1 (stereo not given),0.2,-2.9
COc1cccc(/C=C2/Sc3ccc(C(=O)NCCN4CCCC4)cc3NC2=O)c1,0.9,-1.1
CCC(C)c1ccc(NC(=S)NCc2ccccc2OC)cc1 (stereo not given),x,2.4
COc1nc(C)ccc1-c1noc(-c2ccccn2)n1,0.5,-1.5
